INS-1E GSIS act: GLuc luminescence reporter in INS-1E cells, primary screen for activators of glucose-dependent secretion of insulin. activation, % at 16.6 µM. INS-1E GLuc reporter insulin secretion, 2-3 h. 370,000 compounds, 0.61% hits;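 active = lowest replicate activation of at least 40%, so every replicate reaches that level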;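 note: 0% = median of neutral control wells and 100% = median of IBMX positive control wells; some compounds called inactive have numbers as strong as hits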
esBAF inh: inhibitors of esBAF chromatin remodeling in mouse ES cells. 350,000 compounds, 2% hits. reporter increase, % at 12.5 µM. AID 602393. Bmi1-luciferase knock-in reporter, 24 h; 100% = twice the neutral-well signal; in the data active = activation above about 40%;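 note: 0% = median of the plate's neutral control wells and 100% = double that signal; a rise in the Bmi1 reporter signal indicates esBAF inhibition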
RAD54 branch: RAD54 (human) branch migration inhibition; 360,000 compounds, 0.14% hits; RAD54 Holliday junction branch migration, FAM/BHQ fluorescence; inhibition, % at 10.4 µM; AID 602329; Q92698;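 active = mean normalized replicate activity at least 40 and at least half of replicates scoring 40 or more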;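 note: 0% = median of neutral control wells and 100% = median of positive control wells; inhibitors cause a drop in the FAM fluorescence signal; in these data hits start at about 50%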
Target sequence (Q92698 whole entry, looked up): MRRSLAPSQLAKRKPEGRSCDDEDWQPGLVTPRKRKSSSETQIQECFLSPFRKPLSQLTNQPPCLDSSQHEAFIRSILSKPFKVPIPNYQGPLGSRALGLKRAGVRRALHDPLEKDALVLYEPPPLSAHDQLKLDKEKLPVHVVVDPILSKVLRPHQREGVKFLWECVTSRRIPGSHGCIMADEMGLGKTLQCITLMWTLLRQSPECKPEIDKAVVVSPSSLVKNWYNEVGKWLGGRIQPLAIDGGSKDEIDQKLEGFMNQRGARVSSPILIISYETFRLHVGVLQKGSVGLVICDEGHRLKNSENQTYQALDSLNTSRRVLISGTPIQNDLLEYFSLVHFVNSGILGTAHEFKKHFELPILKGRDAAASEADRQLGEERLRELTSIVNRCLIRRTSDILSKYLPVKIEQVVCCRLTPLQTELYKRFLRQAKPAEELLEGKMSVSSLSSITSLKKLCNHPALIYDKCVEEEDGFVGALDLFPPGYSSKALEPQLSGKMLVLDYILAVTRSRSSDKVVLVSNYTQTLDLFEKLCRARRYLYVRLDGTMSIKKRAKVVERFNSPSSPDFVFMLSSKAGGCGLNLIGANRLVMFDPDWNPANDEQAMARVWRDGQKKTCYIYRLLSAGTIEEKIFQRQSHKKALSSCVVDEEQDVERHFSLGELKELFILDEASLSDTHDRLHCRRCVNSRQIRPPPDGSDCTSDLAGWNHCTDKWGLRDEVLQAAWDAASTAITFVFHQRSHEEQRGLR
F508del corr: correctors of CFTR F508del function in bronchial epithelial cells; CFBE cells, YFP halide quenching; stimulated with forskolin plus potentiator P3; % fluorescence drop versus neutral controls; activity (quench increase), % at 7.58 µM; 350,000 compounds, 0.36% hits; AID 720511;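 active = mean added fluorescence quench of at least 8% versus neutral control, with both replicates also reaching 8%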;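 note: cells transiently co-express mutant CFTR-F508del with the halide-sensitive YFP; corrector assay measuring rescue of mutant channel to the surface after 24 h compound exposure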
ARNT TACC3 PPI: ARNT/TACC3 interaction disruption. Q9Y6A5. AlphaScreen His-ARNT PAS-B/GST-TACC3 binding, luminescence; TACC3 fragment carries E629A point mutation. inhibition, % at 9.99 µM. 390,000 compounds, 0.66% hits;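 active = mean inhibition of replicates at least 50% and at least half of replicates each reaching 50%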;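 note: 0% = complete ARNT plus TACC3 wells and 100% = ARNT alone without TACC3; many hits fall short of the cut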
Numbers without * were called inactive; nt = not tested or not shown. Some of the compounds tested; count on the stated rates, not on these rows.

no.	SMILES	RAD54 branch	INS-1E GSIS act	ARNT TACC3 PPI
1	CCCn1cc(C(CC(=O)O)C(=O)O)c2ccccc21 (stereo unspecified)	nt	nt	1
2	CC(=O)N1CCN(c2ccc(NCc3ccc(C)cc3)cc2)CC1	nt	nt	9
3	CCc1c(C)nc2cc(-c3ccc(OC)c(OC)c3)nn2c1N1CCC(C)CC1	nt	nt	-2
4	CC(=O)Nc1ccc(S(=O)(=O)NC2(C(F)(F)F)NC(=O)N(c3ccc(Cl)cc3)C2=O)cc1 (stereo unspecified)	nt	nt	14
5	Cc1ccc(C(=O)N/C(=C\c2ccc(-c3cc(Cl)ccc3Cl)o2)C(=O)NCc2cccnc2)cc1	nt	nt	-3
6	O=C(CSc1nc2ccccc2o1)N1CCCC1	nt	nt	-1
7	COC(=O)c1nnn(-c2nonc2N)c1CSc1nc2ccccc2o1	nt	nt	3
8	Cc1ccc(CNC(=O)c2cc3c(=O)n4ccccc4nc3n(CC3CCCO3)c2=N)cc1 (stereo unspecified)	nt	nt	-5

no.	esBAF inh	F508del corr
1	1	nt
2	1	nt
3	2	nt
4	-7	nt
5	0	nt
6	7	nt
7	-3	nt
8	-3	nt

Next part:
no.	SMILES	RAD54 branch	INS-1E GSIS act	ARNT TACC3 PPI
9	COc1ccc(Nc2ncnc3ccc(Br)cc23)cc1OC	nt	nt	-4
10	COc1ccc(N(CC(=O)NC2CCCCC2)C(=O)CNC(=O)c2ccco2)cc1OC	nt	nt	-3
11	CCSc1nc2ccccc2n1C(=O)Oc1ccccc1	nt	nt	-4
12	COc1ccc(N=C2SC(C(=O)O)CC(=O)N2C)cc1 (stereo unspecified)	nt	nt	-4
13	COCC(=O)Nc1ccc(C)c(Cl)c1	nt	nt	0
14	O=C(COC(=O)c1ccc(N2CCCC2=O)cc1)NCc1ccco1	nt	nt	-1
15	CN(C)CC(C(=O)c1ccccc1)c1ccccc1 (stereo unspecified)	nt	nt	-3
16	Cc1ccc(CCNc2ccc3ccccc3c2)cn1	nt	nt	12

no.	esBAF inh	F508del corr
9	-15	nt
10	10	nt
11	5	nt
12	-6	nt
13	6	nt
14	-12	nt
15	-11	nt
16	16	nt

Additional structures follow:
no.	SMILES	RAD54 branch	INS-1E GSIS act	ARNT TACC3 PPI
17	CCOc1ccc(N2CC(C(=O)Nc3ncccc3C)CC2=O)cc1 (stereo unspecified)	nt	nt	-1
18	CC(C)CN=c1cc(-c2ccccc2)oc2ccc(Cl)cc12	nt	nt	13
19	S=c1[nH]nc(-c2ccncc2)n1Cc1ccccc1	nt	nt	1
20	CN1/C(=C\C(=O)c2ccco2)c2ccccc2CC1(C)C	nt	nt	2
21	Cc1cc(C)nc(NS(=O)(=O)c2ccccc2)n1	nt	nt	-6
22	COc1nc(-c2ccccc2)ccc1-c1noc(-c2ccco2)n1	nt	nt	-6
23	CCOc1cc(C2C(C(=O)OC)=C(C)N=C3SC(C)C(=O)N32)ccc1OC(C)=O (stereo unspecified)	nt	nt	-6
24	COCCn1c(=S)[nH]c2cc(C(=O)N3CCc4ccccc43)ccc2c1=O	nt	nt	3

no.	esBAF inh	F508del corr
17	0	nt
18	54*	nt
19	-3	nt
20	9	nt
21	0	nt
22	76*	nt
23	-6	nt
24	7	nt

Further results follow.
no.	SMILES	RAD54 branch	INS-1E GSIS act	ARNT TACC3 PPI
25	C=CCn1c(=O)c(C#N)cc2c(=O)n3ccccc3nc21	nt	nt	-14
26	CCCCOC(=O)C1C2C=C[C@]3(CN(CCCOC)C(=O)[C@H]13)O2 (stereo partly specified)	nt	nt	-7
27	COc1cc(S(=O)(=O)N2CCOCC2)ccc1NC(=O)COC(=O)c1ccccn1	nt	nt	6
28	COc1ccc(CCN(Cc2cc3cc(C)c(C)cc3nc2Cl)C(=O)C2CC2)cc1	nt	nt	-2
29	CCOc1ccc(C2C(C(=O)c3ccco3)=C(O)C(=O)N2Cc2cccnc2)cc1 (stereo unspecified)	nt	nt	-5
30	Cn1c(=O)[nH]c(=O)c2c1nc(NCCCO)n2Cc1ccc(F)cc1	nt	nt	-8
31	CCOC(=O)CSc1nc2c(c(=O)[nH]c(=O)n2C)n1CCCc1ccccc1	nt	nt	-3
32	O=C(NCc1ccco1)c1c(O)c2cccc3c2n(c1=O)CCC3	nt	nt	-5

no.	esBAF inh	F508del corr
25	-7	nt
26	-4	nt
27	1	nt
28	1	nt
29	5	nt
30	-1	nt
31	2	nt
32	-11	nt

Rewritten with bars between the fields: part of the list above.
nr | SMILES | RAD54 branch | INS-1E GSIS act | ARNT TACC3 PPI | esBAF inh | F508del corr
30 | Cn1c(=O)[nH]c(=O)c2c1nc(NCCCO)n2Cc1ccc(F)cc1 | nt | nt | -8 | -1 | nt
26 | CCCCOC(=O)C1C2C=C[C@]3(CN(CCCOC)C(=O)[C@H]13)O2 (stereo partly specified) | nt | nt | -7 | -4 | nt
32 | O=C(NCc1ccco1)c1c(O)c2cccc3c2n(c1=O)CCC3 | nt | nt | -5 | -11 | nt

Continuation.
no.	SMILES	RAD54 branch	INS-1E GSIS act	ARNT TACC3 PPI
33	CCN(CC)c1ccc(NC(=O)/C=C/c2cc(Br)ccc2OC)cc1	nt	nt	10
34	CCCC(C)(C)NC(=O)CCCCC(=O)NC(C)(C)CCC	nt	nt	-9
35	COc1ccccc1N1CCN(S(=O)(=O)c2c(C)ccc3nsnc23)CC1	nt	nt	8
36	C=CCn1c(N)c(C(=O)N2CCOCC2)sc1=S	nt	nt	0
37	CCOc1ccc(NC(=O)NC2CCOC(C)(C)C2)cc1 (stereo unspecified)	nt	nt	0
38	CC(=O)NC1CC2CCCC(C1)N2S(=O)(=O)c1ccccc1 (stereo unspecified)	nt	nt	1
39	CCOc1ccccc1Nc1nnc(C)c(=O)[nH]1	nt	nt	13
40	Cc1ccc(-c2cc(-c3ccc(C)o3)nc(N)c2C#N)cc1	nt	nt	41

no.	esBAF inh	F508del corr
33	8	nt
34	5	nt
35	-6	nt
36	-1	nt
37	6	nt
38	-15	nt
39	1	nt
40	3	nt

Later entries
no.	SMILES	RAD54 branch	INS-1E GSIS act	ARNT TACC3 PPI
41	C=CCSc1nc(C)c(CC=C)c(=O)[nH]1	nt	nt	-1
42	O=C(NC(NC(=S)Nc1ccc(Cl)cc1Cl)C(Cl)(Cl)Cl)c1cccc([N+](=O)[O-])c1 (stereo unspecified)	nt	nt	2
43	CCOC(=O)Nc1ccc2c(c1)N(C(=O)C(C)N1CCCC1)c1ccccc1CC2 (stereo unspecified)	nt	nt	-2
44	O=C(NC1CCCCC1)N1CCCCCCC1	nt	nt	0
45	CCOC(=O)Cn1c(=O)n(CC(=O)OCC)c2ccccc21	nt	nt	7
46	CCC(=O)Nc1cc(-c2nn(C)c(=O)c3ccccc23)ccc1N1CCOCC1	nt	nt	-3
47	CN(C)S(=O)(=O)c1ccc(C(=O)Nc2ccc(CCC(=O)N3CCCC3)cc2)cc1	nt	nt	1
48	COc1ccc(N2CCN(c3nc(Cl)nc(N4CCOCC4)n3)CC2)cc1	nt	nt	8

no.	esBAF inh	F508del corr
41	5	nt
42	1	nt
43	-2	nt
44	4	nt
45	-9	nt
46	13	nt
47	-2	nt
48	-4	nt

(listing goes on)
no.	SMILES	RAD54 branch	INS-1E GSIS act	ARNT TACC3 PPI
49	Cc1c(C(=O)N2CCCC2)sc(NC(=O)c2cccc(Cl)c2)c1C#N	nt	nt	10
50	O=C1CC(=Nc2ccccc2)NN1c1ccccc1	nt	nt	16
51	Cc1c(Cl)c([N+](=O)[O-])nn1CC(=O)NCc1ccco1	nt	nt	-2
52	O=C(Nc1ccccc1C(=O)N1CCOCC1)c1cccc(S(=O)(=O)N2CCCC2)c1	nt	nt	2
53	CCn1c(SCC(=O)Nc2nccs2)nnc1-c1cc2cccc(OC)c2o1	nt	nt	-5
54	CN(C)c1ccc(/C=C2\NC(=S)N(Cc3ccccc3)C2=O)cc1	nt	nt	7
55	CNC[C@@H]1OCCCC[C@H](C)Oc2ccc(N(C)C)cc2C(=O)N([C@@H](C)CO)C[C@H]1C	nt	nt	nt
56	C[C@H](CO)N1C[C@H](C)[C@@H](CN(C)C(=O)c2ccncc2)OCCCC[C@H](C)Oc2ccc(N(C)C)cc2C1=O	nt	nt	nt

no.	esBAF inh	F508del corr
49	5	nt
50	5	nt
51	0	nt
52	-3	nt
53	11	nt
54	42*	nt
55	-4	-1.3
56	0	0.7

Next section
no.	SMILES	RAD54 branch	INS-1E GSIS act	ARNT TACC3 PPI
57	C[C@H]1CN([C@@H](C)CO)C(=O)c2cc(C#Cc3ccccn3)cnc2O[C@@H]1CN(C)CC1CCCC1	nt	nt	nt
58	C[C@@H]1CCCCO[C@H](CN(C)Cc2ccc3c(c2)OCO3)[C@H](C)CN([C@@H](C)CO)C(=O)c2cc(N(C)C)ccc2O1	nt	nt	nt
59	CNC[C@@H]1OCCCC[C@H](C)Oc2ccc(NC(=O)Nc3cccc4ccccc34)cc2C(=O)N([C@@H](C)CO)C[C@H]1C	nt	nt	nt
60	CCN1CCc2c(C#N)c(N3CCOCC3)nc(NCc3ccccc3)c2C1	6	2	nt
61	O=c1oc(-c2ccccc2)nc2ccsc12	-6	19	nt
62	O=C(C1CC1)N1CCN=C1SCc1ccc(Cl)cc1	-2	-1	nt
63	CCc1cccc(NC(=O)CCSCCC(=O)Nc2cccc(CC)c2)c1	11	-16	nt
64	O=c1cc(-c2ccc(F)cc2)[nH][nH]1	-8	8	nt

no.	esBAF inh	F508del corr
57	-1	-2.8
58	-12	-1.5
59	1	-2.4
60	nt	nt
61	nt	nt
62	nt	nt
63	nt	nt
64	nt	nt

Later entries:
no.	SMILES	RAD54 branch	INS-1E GSIS act	ARNT TACC3 PPI
65	COc1ccc(NC(=O)c2ccccc2[N+](=O)[O-])cc1	-10	3	nt
66	COc1ccccc1NC(=O)c1cn(C)c(=O)c2cc(OC)c(OC)cc12	0	16	nt
67	Cc1ccc(Cc2cnc(NC(=O)/C(C#N)=C/c3ccc(-c4ccccc4[N+](=O)[O-])o3)s2)cc1	4	10	nt
68	COc1ccc(N(C(=O)Cc2cccs2)C(C(=O)NC2CCCCC2)c2cccn2C)cc1 (stereo unspecified)	3	-11	nt
69	CCN(CC)C(=S)SCC(=O)Nc1ccc(F)cc1	1	-9	nt
70	Cc1noc(C)c1COc1ccc(C(=O)OCC(=O)NC(=O)C2COc3ccccc3O2)cc1 (stereo unspecified)	10	5	nt
71	Cc1oc2nc(SCCCC(=O)NCCCO)nc(N)c2c1C	11	3	nt
72	COc1ccc(NC(=S)NCCC(c2ccccc2)c2ccccc2)c(OC)c1	-7	-44	nt

no.	esBAF inh	F508del corr
65	nt	nt
66	nt	nt
67	nt	nt
68	nt	nt
69	nt	nt
70	nt	nt
71	nt	nt
72	nt	nt

Full records as entered above:
Cc1ccc(Cc2cnc(NC(=O)/C(C#N)=C/c3ccc(-c4ccccc4[N+](=O)[O-])o3)s2)cc1 reads RAD54 branch = 4; INS-1E GSIS act = 10; ARNT TACC3 PPI = nt; esBAF inh = nt; F508del corr = nt
Cc1noc(C)c1COc1ccc(C(=O)OCC(=O)NC(=O)C2COc3ccccc3O2)cc1 (stereo unspecified) reads RAD54 branch = 10; INS-1E GSIS act = 5; ARNT TACC3 PPI = nt; esBAF inh = nt; F508del corr = nt
CCN(CC)C(=S)SCC(=O)Nc1ccc(F)cc1 reads RAD54 branch = 1; INS-1E GSIS act = -9; ARNT TACC3 PPI = nt; esBAF inh = nt; F508del corr = nt

More results
no.	SMILES	RAD54 branch	INS-1E GSIS act	ARNT TACC3 PPI
73	CCC(Sc1nc2n[nH]c(C)c2c(=N)n1-c1cccc(Cl)c1)C(=O)NCCOC (stereo unspecified)	-1	-14	nt
74	CN1CCN(c2ccc(Cl)cc2NC(=O)c2nn(-c3ccccc3)c(=O)c3ccccc23)CC1	3	14	nt
75	COc1cccc(CC(NC(C)=O)C(=O)NC2CCN(c3c4c(nc5ncnn35)CCC4)CC2)c1 (stereo unspecified)	5	0	nt
76	O=C(COc1ccccc1)Nc1ccc2c(c1)Cc1cc(NC(=O)COc3ccccc3)ccc1-2	-3	12	nt
77	C=CCc1cccc(C=Nc2cc(Br)ccc2O)c1O	-5	-12	nt
78	CCc1ccc(N2C(=O)CC(NNc3nc4ccccc4s3)C2=O)cc1 (stereo unspecified)	-15	15	nt
79	CCOc1ccc(-n2nc3ccc(NC(=O)c4ccc5c(c4)OCCO5)cc3n2)cc1	nt	-3	nt
80	COC(=O)CCC(=O)Nc1ccc(Cl)c(Cl)c1	nt	8	nt
81	CCc1sc(C(=O)Nc2ccsc2C(=O)OC)cc1Br	nt	-23	nt

no.	esBAF inh	F508del corr
73	nt	nt
74	nt	nt
75	nt	nt
76	nt	nt
77	nt	nt
78	nt	nt
79	7	nt
80	-4	nt
81	1	nt
